D1 antagonist: Antagonist of Human D 1 Dopamine Receptor: qHTS; D(1A) dopamine receptor (Homo sapiens), P21728; activity change, negative = inhibition, % at 10 µM; hit rate 3.2% among 360,000; HEK293 TREx D1 cells, calcium flux, dopamine EC80; active compounds read low; in the data active means activity change below about -30%; further: on the % scale 0 is the no-effect control and ±100 the full control effect
Target sequence (P21728 whole entry, looked up): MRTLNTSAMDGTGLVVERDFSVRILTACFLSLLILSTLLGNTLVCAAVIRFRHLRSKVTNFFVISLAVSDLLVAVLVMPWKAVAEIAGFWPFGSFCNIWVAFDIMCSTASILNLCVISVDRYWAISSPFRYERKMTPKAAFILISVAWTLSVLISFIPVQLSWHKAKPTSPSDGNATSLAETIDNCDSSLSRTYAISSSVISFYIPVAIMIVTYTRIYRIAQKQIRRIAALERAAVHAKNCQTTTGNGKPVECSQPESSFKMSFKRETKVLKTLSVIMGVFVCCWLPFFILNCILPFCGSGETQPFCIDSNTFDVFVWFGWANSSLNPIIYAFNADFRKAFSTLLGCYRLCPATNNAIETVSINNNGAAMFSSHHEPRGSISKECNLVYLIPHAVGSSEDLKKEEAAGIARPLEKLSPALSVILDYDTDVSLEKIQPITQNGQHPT
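Tetracycline-induced HEK293 Trex D1 cells, force-coupled to calcium, dye-loaded; compounds added and read 180 s, then EC80 dopamine added and calcium flux tracked kinetically another 180 s.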
D2 PAM: HTS Assay for Positive Allosteric Modulators of the Human D2 Dopamine Receptor: Primary Screen for Potentiators; AID 485347, 2010; HEK293 T-REx D2, calcium flux, EC20 dopamine potentiation; hit rate 0.34% among 340,000; potentiation, % at 10 µM;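 active means potentiation over 3 SD above the plate norm, cut at about 30% in these data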; further: 0% is about no effect
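Potentiation of an EC20 dopamine calcium response is measured in a force-coupled, tetracycline-inducible Hek293 Trex D2 line. Compound-only kinetic reads over 180 s flag agonists before dopamine addition.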
RXFP1 ag: qHTS Assay for Agonists of the Relaxin Receptor RXFP1 | HEK293T-RXFP1 cAMP TR-FRET, 30 min; response scale: percent of porcine relaxin response, buffer zero | Potency, µM (titrated, usually from 57.5 µM), for inactives: at the highest dose activation, hits mostly activators | hit rate 0.3% among 370,000; further: potency means the concentration at half of the fitted maximal effect; on the % scale 0 is the no-effect control and ±100 the full control effect; nearly all actives have a fitted effect of over 60% in size; many of its hits are not listed in these tables
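HEK293 cells stably expressing RXFP1, treated 30 min at 37C with compounds plus PDE4 inhibitor Ro 20174; cAMP measured by HTRF TR-FRET. Normalized to buffer and 29 nM porcine relaxin; EC50 by Hill fit.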
Vif-APOBEC3F blk: qHTS for Inhibitors of Vif-A3F Interactions: qHTS; Potency, µM (doses to about 46.1 µM), inactives show at the highest dose activity, negative = active; HeLa A3F-eYFP + Vif (tagged APOBEC3F with the HIV-1 protein that degrades it), YFP fluorescence increase; hit rate 0.2% among 390,000; AID 602313, 2012; further: potency means the concentration at half of the fitted maximal effect; % of control where 0% means no effect; nearly all actives have a fitted effect of over 65% in size
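HeLa cells stably expressing Vif plus C-terminally eYFP-tagged A3F were seeded, incubated overnight at 37 deg C, dosed with compound, incubated overnight again at 37 deg C. Yellow fluorescence (Ex 488/Em 500-530) reported blocked Vif-mediated A3F-eYFP degradation.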
D1 PAM: Potentiators of Human D1 Dopamine Receptor: qHTS. D(1A) dopamine receptor (Homo sapiens), P21728. HEK293 TREx D1 cells, calcium flux, dopamine EC20 potentiation. potentiation, % at 10 µM. hit rate 0.036% among 360,000; in the data active means potentiation above about 30%; further: 0% is about no effect
D1 ag: Allosteric Agonists of the Human D1 Dopamine Receptor: qHTS; HEK293 T-REx D1 cells, calcium flux, agonist mode; activation, % at 2 µM; AID 504660, 2011; hit rate 1% among 360,000; D(1A) dopamine receptor (Homo sapiens), P21728; in the data active means activation above about 30%; further: 0% is about no effect
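Tetracycline-induced HEK293 TREx D1 cells, force-coupled to calcium signalling, were dye-loaded with a no-wash calcium kit. Compound was pin-added after a 10 s baseline. Fluorescence was read kinetically at 1 cycle/s for 180 s, with calcium rises flagged as agonism.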
GRP78 ERSR act: qHTS for Inducers of the Endoplasmic Reticulum Stress Response (ERSR) in Human Glioma: qHTS. U87-MG GRP78 promoter luciferase reporter, 16 h. Potency, µM, without a hit: at the highest dose activation, most hits filed as activators. hit rate 0.02% among 420,000; further: potency means the concentration at half of the fitted maximal effect; series mostly up to about 76 µM; % of control where 0% means no effect; nearly all actives have a fitted effect of over 35% in size
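ERSR induction read as luciferase luminescence (Bright-Glo, 10 min at room temperature) in stably transfected human U87-MG glioma cells exposed to compounds for 16 h, using GRP78 as sensor.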
RXFP1 antag: qHTS Assay for Antagonists of the Relaxin Receptor RXFP1; Relaxin receptor 1 (Homo sapiens), Q9HBX9; HEK293-RXFP1, relaxin-stimulated cAMP HTRF, 30 min; active compounds read low; activity change, negative = inhibition, % at 57.5 µM; hit rate 0.59% among 350,000; AID 1259400, 2018;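 active means activity change of -60% or lower, but not beyond a set lower limit; inconclusive means change between -60% and -40%, or beyond the set limit; inactive means change above -40%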; further: on the % scale 0 is the no-effect control and ±100 the full control effect
Vif-A3G inh: qHTS for Inhibitors of Vif-A3G Interactions: qHTS; HeLa A3G-eYFP + Vif (tagged APOBEC3G with the HIV-1 protein that degrades it), YFP fluorescence, overnight; DNA dC->dU-editing enzyme APOBEC-3G (Homo sapiens), Q9HC16; hit rate 0.076% among 410,000; Potency, µM (titrated, usually from 46.1 µM), inactives show top-dose activity, negative = active, hits mostly inhibitors;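 further: potency means the concentration at half of the fitted maximal effect; on the % scale 0 is the no-effect control and ±100 the full control effect; nearly all actives have a fitted effect of over 60% in size; hits raise eYFP signal because A3G escapes Vif-driven loss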
Target sequence (Q9HC16 whole entry, looked up): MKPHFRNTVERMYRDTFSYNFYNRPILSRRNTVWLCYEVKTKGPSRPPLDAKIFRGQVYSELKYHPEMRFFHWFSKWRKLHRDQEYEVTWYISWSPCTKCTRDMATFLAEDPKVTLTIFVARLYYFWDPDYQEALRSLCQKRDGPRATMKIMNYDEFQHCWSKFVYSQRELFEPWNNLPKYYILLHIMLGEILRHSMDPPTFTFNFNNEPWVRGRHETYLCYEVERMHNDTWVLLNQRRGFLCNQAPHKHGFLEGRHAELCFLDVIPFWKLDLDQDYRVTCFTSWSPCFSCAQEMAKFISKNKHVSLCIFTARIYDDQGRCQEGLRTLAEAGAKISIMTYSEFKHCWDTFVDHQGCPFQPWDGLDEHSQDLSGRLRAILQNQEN
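Read-out is eYFP fluorescence (Ex 488/Em 500-530) from Vif-expressing HeLa A3G-eYFP cells; more signal means A3G escaped Vif-mediated degradation. Cells plated overnight, compound pinned in, incubated overnight at 37 deg C.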
* = called active by the depositor; ? = inconclusive; / = not tested or not shown. Unless noted, the call rests on the fitted dose curve; in most records, active means well fitted curve in the direction sought with a large enough effect; inconclusive means small, poorly fitted or top-dose-only effect, or another doubt; inactive means no such curve, though single readings can be large; an effect the other way counts as inactive or inconclusive.

Values run as follows: D1 antagonist | D2 PAM | RXFP1 ag | Vif-APOBEC3F blk | D1 PAM | D1 ag | GRP78 ERSR act | RXFP1 antag | Vif-A3G inh
1. OCCC1CN(Cc2nc3ccccc3[nH]2)CCN1C1CCCC1 (configuration not stated)
    8 | 7 | -0.1% | -5% | -3 | 0 | -2% | 0 | -2%
2. Cc1cccc(C(=O)NNC(=O)c2n[nH]c(=O)c3ccccc23)c1C
    -13 | -5 | -1.0% | 2% | 0 | 1 | 2% | -3 | 0%
3. O=C(NCCCC1CCCC1)C1CCC(=O)N(Cc2ccc(Cl)cc2)C1 (configuration not stated)
    -18 | / | -2.4% | 6% | -2 | 4 | -4% | -9 | 0%
4. CC(C)Cc1nnc(NC(=O)CCC(=O)N2CC(C)CC(C)C2)s1 (configuration not stated)
    5 | -1 | -4.7% | -2% | 3 | 5 | -3% | 8 | -7%
5. Cn1c2ccccc2c2nnc(SCC(=O)Nc3cccc(O)c3)nc21
    -14 | / | 10% | 3% | -2 | 1 | 5% | 8 | -11%
6. COc1ccc(NC(=O)N2CCCC2C(=O)Nc2ccc(C)c(Cl)c2)cc1 (configuration not stated)
    3 | -4 | 1.1% | 1% | -4 | 0 | -5% | -13 | -12%
7. COC(=O)c1ccc(-n2c(CCC(=O)O)ccc2-c2ccccc2)cc1
    5 | 6 | 0.6% | ? | -7 | 2 | 4% | 3 | -27%
8. COc1ccc(S(=O)(=O)NCc2cccnc2)cc1C(=O)Nc1ccccc1
    -12 | -6 | -4.2% | 5% | -1 | 2 | -5% | 2 | 1%
9. CCc1nnc2c(N3CCN(c4cc(Cl)ccc4C)CC3)nc3ccccc3n12
    -5 | 3 | 28% | 1% | -1 | 2 | -1% | -10 | -1%
10. CCOC(=O)/C=c1\s/c(=C\c2ccc(C(F)(F)F)cc2)c(=O)n1CC(=O)NCc1ccco1
    13 | 16 | 0.3% | -21% | -6 | 7 | -1% | ? | -31%
11. COC(=O)CCCCC1SCC(NC(=O)c2ccccc2)C1OC(C)=O (configuration not stated)
    2 | 2 | -0.6% | 0% | -7 | 0 | -3% | 2 | 2%
12. COc1ccccc1C(C)NCC(=O)Nc1c(F)cccc1F (configuration not stated)
    8 | -38 | 0.0% | 8% | -2 | 1 | -5% | -3 | 6%
13. Cc1csc(NC(=O)c2c(O)c3c(n(CC(C)C)c2=O)CCCC3)n1
    -1 | 4 | 0.2% | 1% | 6 | 6 | -3% | -15 | 1%
14. Cc1nn(-c2ccccc2)c(C)c1C(=O)N1CCN(S(=O)(=O)c2ccccc2)CC1
    -3 | 3 | 2.0% | 3% | -3 | 1 | -1% | 1 | 2%
15. O=C(/C=C/c1cccc([N+](=O)[O-])c1)NCCSCc1ccc(Cl)cc1Cl
    6 | -3 | -0.2% | -17% | -8 | 12 | -4% | -14 | -1%
16. COc1ccc(-c2nn(-c3ccccc3)cc2C(=O)Nc2ccc(C(=O)O)cc2)cc1OC
    -1 | 4 | 0.1% | 10% | -7 | 0 | -1% | -3 | -7%
17. O=C(O)COc1ccccc1C(Nc1ccccn1)c1cc(Cl)c2cccnc2c1O (configuration not stated)
    15 | -2 | 0.0% | 0% | 4 | 2 | -2% | 2 | 2%
18. CCCn1c(N)c(N(CCOC)C(=O)/C=C/c2cccc(Cl)c2)c(=O)[nH]c1=O
    2 | 3 | 2.7% | -11% | -7 | 1 | 0% | 15 | -13%
19. Cc1ccnc(Nc2nc(-c3ccc(F)cc3)cs2)c1
    -14 | 0 | -0.4% | -12% | 3 | 5 | -6% | -66* | -12%
20. Cc1ccc(C)c(S(=O)(=O)N2CCCCC2CCNC(=O)C(=O)NC2CCCC2)c1 (configuration not stated)
    -5 | 12 | 0.3% | 0% | -4 | 0 | -4% | -13 | 0%
21. COc1cc([N+](=O)[O-])ccc1NC(=O)CCCOc1ccc(C)cc1
    5 | -10 | 1.5% | -7% | -3 | 1 | -1% | -3 | -2%
22. CCOC(=O)c1cnn2c(C(F)(F)F)cc(-c3ccccc3)nc12
    19 | 3 | 2.5% | -4% | 11 | 0 | -1% | 13 | -4%
23. C=CC[C@H]1CC(C)=C[C@H](CC=C)N1C(=O)c1cc(COc2ccccc2SC)on1
    -13 | -6 | -0.7% | ? | 3 | 40* | -1% | -6 | -20%
24. O=C(O)c1ccccc1CSc1nc2ccccc2o1
    -5 | -2 | 1.9% | 5% | -2 | 1 | -6% | -1 | 5%
25. CCN1CCN(c2nc(Nc3ccccc3F)nc(N)c2[N+](=O)[O-])CC1
    2 | -21 | 0.0% | 1% | -3 | 2 | -1% | 4 | 0%
26. Cc1cc(-c2ccc(S(=O)(=O)N3CCN(c4ccc(Cl)cc4)CC3)s2)on1
    -6 | 9 | 0.9% | -18% | -1 | 2 | -4% | -12 | -2%
27. C/C(CC(=O)NCc1ccco1)=N\NC(=O)C(c1ccccc1)c1ccccc1
    / | / | -1.3% | -3% | / | / | -3% | -15 | 0%
28. Cc1ccccc1C(=O)N1CCN(c2ccc(NC(=O)c3ccc([N+](=O)[O-])o3)cc2)CC1
    3 | -6 | 0.4% | 7% | -4 | 7 | -15% | -9 | ?
29. COc1ccc(C)cc1NC(=O)C(Cc1ccccc1)NS(=O)(=O)c1cccs1 (configuration not stated)
    15 | 15 | -2.4% | 8% | -2 | 0 | -6% | / | -2%
30. Cc1cc(C)nc(N(C#N)Cc2ccccc2C)n1
    -12 | -3 | 0.8% | -5% | 1 | 3 | -3% | -3 | 0%
31. O=C(COC(=O)c1cccc(O)c1)Nc1ccc(S(=O)(=O)N2CCOCC2)cc1
    -11 | -5 | -0.1% | 1% | 0 | 1 | -2% | 6 | 3%
32. O/N=C1\CCCc2nnc3c(c21)CCCC3
    -1 | -6 | -0.8% | / | 1 | 3 | -6% | -2 | 2%
33. Oc1oc(-c2ccc(Br)cc2)nc1/C=N/c1ccccn1
    2 | -3 | 8.3% | 4% | 0 | 2 | 0% | -19 | 1%
34. CCOC(=O)N1CCN(C(=O)Cc2ccc(Cl)cc2)CC1
    12 | 10 | -0.6% | 2% | -1 | 0 | -2% | -7 | 2%
35. Cc1cc(OCC(=O)OCC(=O)Nc2cccnc2Cl)ccc1Cl
    -18 | 1 | -0.2% | 10% | -1 | 12 | -3% | -14 | 1%
36. CCCCCSc1nc(O)cc(=O)[nH]1
    -12 | -11 | 0.2% | 7% | 6 | 4 | -2% | -1 | 2%
37. CC(=O)Nc1ccc(S(=O)(=O)Nc2cc(C)cn(Cc3ccc(C)cc3)c2=O)cc1
    15 | -12 | 0.7% | ? | 1 | 3 | 2% | 10 | 0%
38. COc1ccc(CCN=C2SCC(=O)N2C)cc1OC
    -1 | -6 | 2.9% | -13% | 3 | 1 | -2% | -12 | -3%
39. O=C1N=C(N2CCc3ccccc3C2)S/C1=C\c1ccc(O)cc1
    -12 | -20 | 3.1% | 5% | -3 | 1 | 6% | ? | -1%
40. O=C1c2ccccc2C(=O)N1CC(O)COc1ccccc1Cl (configuration not stated)
    18 | 6 | 0.3% | -4% | 0 | 2 | 5% | 20 | 2%
41. Cc1ccc(NC(=O)CSc2nncn2C)c(C)c1
    18 | -3 | 3.3% | 12% | -3 | -1 | -3% | / | 3%
42. O=C(CCC(=O)N1CCOc2ccc(Cl)cc21)NCCCN1CCOCC1
    15 | -6 | 7.3% | 3% | 5 | 1 | -4% | -5 | -3%
43. COc1ccccc1-c1cc(C(F)(F)F)nc(S(=O)(=O)CCCC(=O)N2CCOCC2)n1
    -2 | 6 | 2.0% | 2% | -1 | 5 | -17% | 4 | -22%
44. Cc1c(NC(=S)NC(=O)c2cccc3ccccc23)cccc1C(=O)O
    -5 | 3 | 5.5% | 5% | -2 | 5 | -5% | -18 | 2%
45. CCn1c(=O)cc(SCC(=O)N2CCN(c3cc(C)ccc3C)CC2)c2ccccc21
    -7 | 4 | 9.1% | -2% | 10 | 2 | -2% | / | 5%
46. COc1ccc(NC(=O)CCc2c(C)nn(-c3ccc(N4CCCC4)nn3)c2C)cc1Cl
    -14 | 6 | -1.9% | -2% | -5 | 0 | 1% | -23 | 6%
47. Nc1n[nH]c(N)c1N=Nc1ccc(F)cc1
    -2 | 9 | -3.8% | 4% | -4 | 2 | -1% | -11 | 6%
48. COc1ccc([C@H]2C[C@@H](n3cc(-c4ccc(F)cc4)nn3)[C@H](O)CN2C(=O)C2CCCCC2)cc1
    / | / | / | -10% | / | / | -6% | 10 | -19%
49. CN1CCN(C(CNC(=O)c2ccccc2)c2ccc3c(c2)OCO3)CC1 (configuration not stated)
    9 | 3 | 2.7% | -2% | -4 | 0 | 0% | -6 | 3%
50. COc1ccc(C(=O)Nc2ccc3c(c2)nc2n3CCSC2)cc1
    8 | 0 | 0.1% | 1% | -2 | 6 | 5% | -5 | -4%
51. O=C(CN1c2cccc3cccc(c23)S1(=O)=O)NCCc1ccc(F)cc1
    / | / | / | -4% | / | / | 0% | -1 | -3%
52. O=C(CSC(=S)N1CCCCC1)N1N=CCC1c1ccccc1 (configuration not stated)
    / | 10 | 0.3% | -2% | 2 | -2 | 4% | -7 | 4%
53. COc1cccc(C(=O)Nc2ccc(NC(=O)C3CC3)nc2)c1
    -11 | -4 | 0.9% | 1% | 1 | 4 | 0% | -1 | -1%
54. COc1ccc(C(C(=O)NC2CCCC2)N(C(=O)c2snc(C(N)=O)c2N)c2ccccc2OC)cc1OC (configuration not stated)
    -2 | 1 | 3.9% | -1% | -5 | 0 | -3% | 0 | 1%

Only part of the results is shown, so the mix of outcomes need not match the whole.
